DNMT1 inh – human DNMT1 methyltransferase inhibitors, primary screen, biochemical, molecular beacon, fluorescence, HinP1I cleavage, uHTS; 360,000 tested, 0.83% active; inhibition (reported as % activation of signal), % at 10 µM; DNA (cytosine-5)-methyltransferase 1 (Homo sapiens), P26358; in the data active means inhibition above about 50%
Scp1 inh – Scp-1 phosphatase inhibitors, primary screen, biochemical, colorimetric, uHTS; inhibition, % at 20 µM; AID 493091, 2011; Recombinant Scp1, phosphopeptide, malachite green phosphate absorbance; 340,000 tested, 0.88% active;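 active means inhibition above about 50% at 20 µM, limit read from the data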;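 further: plate controls were DMSO wells with enzyme for no effect and wells lacking enzyme for full effect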
Target sequence (Q9GZU7 76-261 limits assumed): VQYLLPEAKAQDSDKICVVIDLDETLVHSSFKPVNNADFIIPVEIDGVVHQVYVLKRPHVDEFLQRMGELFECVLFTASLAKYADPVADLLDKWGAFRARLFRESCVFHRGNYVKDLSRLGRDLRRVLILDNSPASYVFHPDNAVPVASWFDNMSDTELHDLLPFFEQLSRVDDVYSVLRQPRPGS
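Assay system: SCP-1 catalytic fragment, aa 76-261 | Buffer or medium: Tris acetate buffer pH 5.5 with MgCl2 and Tween-20 | Compound: One concentration, 20 µM, with 1.0% DMSO | Also added: Phospho 17-mer peptide substrate | Signal: Absorbance at 630 nm | Incubation: 45 min enzyme reaction at room temperature | Measure: % inhibition of SCP-1 phosphate liberation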
STEP inh – STEP phosphatase inhibitors, primary screen, biochemical, fluorescence intensity, uHTS. recombinant STEP, OMFP fluorogenic substrate. 360,000 tested, 0.25% active. inhibition, % at 20 µM. Tyrosine-protein phosphatase non-receptor type 5 (Homo sapiens), P54829;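 active means inhibition at 20 µM, scaled per plate between control wells, above about 37%, limit read from the data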;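 further: 0% = DMSO with enzyme and substrate and 100% = substrate only without enzyme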
Target sequence (P54829 whole entry, looked up): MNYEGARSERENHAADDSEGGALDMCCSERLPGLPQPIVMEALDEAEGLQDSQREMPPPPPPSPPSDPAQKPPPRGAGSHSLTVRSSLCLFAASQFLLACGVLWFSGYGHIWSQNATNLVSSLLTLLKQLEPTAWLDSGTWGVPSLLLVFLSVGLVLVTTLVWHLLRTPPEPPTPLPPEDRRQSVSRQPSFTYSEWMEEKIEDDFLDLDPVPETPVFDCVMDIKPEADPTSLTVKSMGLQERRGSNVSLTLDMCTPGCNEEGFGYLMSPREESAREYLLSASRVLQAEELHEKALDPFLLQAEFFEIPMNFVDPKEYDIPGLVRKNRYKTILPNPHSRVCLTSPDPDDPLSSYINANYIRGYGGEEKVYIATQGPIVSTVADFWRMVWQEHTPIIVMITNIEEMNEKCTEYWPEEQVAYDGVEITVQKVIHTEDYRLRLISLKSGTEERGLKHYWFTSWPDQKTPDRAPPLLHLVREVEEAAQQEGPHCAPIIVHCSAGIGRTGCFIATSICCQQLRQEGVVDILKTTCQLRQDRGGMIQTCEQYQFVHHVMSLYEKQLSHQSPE
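Assay system: isolated STEP enzyme / Timing: 20 min at room temperature, dark / Doses: 20 µM, 1% DMSO / Technique: fluorescence intensity, excitation 480 nm, emission 540 nm / Reagent: fluorogenic phosphatase substrate OMFP at 25 µM final / Measure: percent inhibition scaled to no-enzyme and uninhibited-enzyme controls, plate-pattern corrected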
SUMO1 PPI mod – modulators of SUMO1 protein-protein interactions, primary screen, biochemical, uHTS. inhibition, % at 20 µM. SUMO1 binding to a labelled peptide, TR-FRET, 1 h. 360,000 tested, 0.33% active; in the data active means inhibition above about 37%
NadD inh – inhibitors of S. aureus NadD, primary screen, biochemical, colorimetric, uHTS; Nicotinate-nucleotide adenylyltransferase NadD (Staphylococcus aureus N315); purified NadD enzyme, colorimetric absorbance read-out; inhibition, % at 20 µM; 360,000 tested, 0.78% active; AID 602399, 2012; in the data active means inhibition above about 26%; further: some compounds past the cut are filed as inactive
SKN-1 inh – suppressors of acrylamide-induced Pgst-4::GFP reporter in worms, primary screen, SKN-1 inhibitor project, whole organism, uHTS, GFP/RFP fluorescence ratio, strain VP596; AID 624304, 2012; inhibition, % at 21.8 µM; C. elegans VP596 Pgst-4::GFP/RFP ratio, 24 h; 360,000 tested, 0.49% active;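 active means interference check ratio from 0.5 to 1.5 plus GFP to RFP signal ratio inhibition reaching or exceeding a fixed threshold, cut at about 30% in these data, passing the limit was not always enough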; further: some compounds called inactive have numbers as strong as hits
LMPTP inh – LMPTP phosphatase inhibitors, primary screen, biochemical, fluorescence intensity, uHTS | inhibition, % at 20 µM | recombinant LMPTP-A, OMFP fluorogenic substrate | 360,000 tested, 0.22% active;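 active means compounds that cut the enzyme signal by at least half of the control window in the single-dose screen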;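 further: plate controls were DMSO wells with enzyme plus substrate for no effect and substrate without enzyme for full effect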
Target sequence (P24666 whole entry, looked up): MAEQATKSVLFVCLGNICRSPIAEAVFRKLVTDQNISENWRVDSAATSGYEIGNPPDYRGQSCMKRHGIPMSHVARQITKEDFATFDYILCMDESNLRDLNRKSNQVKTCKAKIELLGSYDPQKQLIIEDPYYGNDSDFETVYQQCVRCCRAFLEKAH
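Test system: LMPTP-A phosphatase enzyme. Amount: LMPTP-A at 0.625 nM final in the reaction. Reagent: OMFP substrate, 400 µM final. Times: 50 min at room temperature. Signal: endpoint fluorescence intensity from OMFP dephosphorylation. Read-out basis: % inhibition. Benchmarks: no-enzyme and uninhibited controls.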
NRP1-CendR mod – modulators of CendR peptide binding to NRP-1, primary screen, biochemical, fluorescence polarization, uHTS; 360,000 tested, 0.85% active; Neuropilin-1 (Homo sapiens), O14786; inhibition, % at 25 µM; FAM-RPARPAR peptide binding to NRP-1;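 active means inhibition or corrected inhibition above about 18%, plus a signal ratio from 0.5 to 1.5, limit read from the data, passing the limit was not always enough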; further: strong numbers were not always called active
TbMetRS inhib – T. brucei MetRS inhibitors, primary screen, biochemical, luminescence; methionyl-tRNA synthetase (Trypanosoma brucei brucei); purified T. brucei MetRS, ATP depletion, Kinase-Glo luminescence; inhibition, % at 11.9 µM; 360,000 tested, 0.4% active; AID 624268, 2012;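 active means inhibition above a per-plate cutoff of the control wells' mean inhibition plus 3 SD, cut at about 5.5% in these data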;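 further: 0% = DMSO wells median and 100% = median of wells with control inhibitor compound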
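Assay system: T. brucei methionyl-tRNA synthetase, purified | Medium: HEPES buffer with MgCl2, KCl, DTT, spermine, BSA, pyrophosphatase | Compound: 11.9 µM single point | Incubation: 15 min enzyme-compound preincubation, 2 h reaction, 10 min detection, 25 °C | Measured by: Kinase-Glo luciferase luminescence reporting remaining unconsumed ATP | Measure: % inhibition normalized to control-well medians | Replication: Singlicate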
Neddyl block – inhibitors of cullin neddylation, primary screen, biochemical, TR-FRET, uHTS, NAE and Ubc12. NEDD8-conjugating enzyme Ubc12 (Homo sapiens) + NEDD8-activating enzyme E1 regulatory …. calls only at 25 µM. 360,000 tested, 0.58% active; in the data active means inhibition above about 36%
Starred values were filed as active, the others as inactive; i = inactive; · = no result given.

The first two compounds as a preview:
molecule	DNMT1 inh	Scp1 inh	STEP inh	SUMO1 PPI mod	NadD inh	SKN-1 inh	LMPTP inh	NRP1-CendR mod	TbMetRS inhib	Neddyl block
COc1ccc(NC2CCCN(C(=O)c3ccccc3N3CCOCC3)C2)cc1OC (stereo not drawn)	-1	-7	-1	3	4	-1	-0.1	-5	-0.2	i
O=C(NCCS(=O)(=O)N1CCCCC1)c1ccccc1	-1	1	1	3	-4	-6	-0.9	-4	-0.1	i

The listing (from the top)
molecule	DNMT1 inh	Scp1 inh	STEP inh	SUMO1 PPI mod	NadD inh	SKN-1 inh	LMPTP inh	NRP1-CendR mod	TbMetRS inhib	Neddyl block
COc1ccc(NC2CCCN(C(=O)c3ccccc3N3CCOCC3)C2)cc1OC (stereo not drawn)	-1	-7	-1	3	4	-1	-0.1	-5	-0.2	i
O=C(NCCS(=O)(=O)N1CCCCC1)c1ccccc1	-1	1	1	3	-4	-6	-0.9	-4	-0.1	i
CC(Oc1ccc(Cl)cc1Cl)C(=O)Nc1cccc(O)c1 (stereo not drawn)	-1	-9	-2	4	0	-6	-0.1	9	0.2	i
COc1ccc(Br)cc1CNC(=O)Cc1c(C(=O)O)[nH]c2ccc(Cl)cc12	3	3	4	3	0	6	4.2	-9	-1.3	i
CN(C[C@H](Cc1ccccc1)N(C[C@H](Cc1ccccc1)N(CC1(c2ccccc2)CC1)N=O)N=O)N=O	6	0	2	2	-11	-1	1.4	0	0.2	i
CCN(CC1CCCN(CCc2cccc(F)c2)C1)C(=O)c1cc2ccccc2o1 (stereo not drawn)	-2	-6	-2	0	3	7	2.3	-2	-0.1	i
Cc1nc2ccccc2n1CC(=O)c1ccccc1	0	1	-3	-1	2	18	0.4	10	-1.4	i
Cc1ccc(C(=O)NCC(=O)Nc2ccccc2C)o1	2	·	0	-2	-7	5	-1.1	23*	-0.1	i
CC(NC(=O)c1cc2cc([N+](=O)[O-])ccc2oc1=O)C1CCCO1 (stereo not drawn)	3	-5	-3	-28	1	4	-1.6	-13	-0.7	i
COCCCN(Cc1cc(OC)c(OC)c(OC)c1)C(=S)Nc1cccc(Cl)c1	1	·	0	12	-2	9	1.8	3	-0.1	i
O=S1(=O)CC(N2CCCC2)CN1Cc1cn(Cc2ccc(Cl)cc2)nn1 (stereo not drawn)	·	·	·	-3	7	-1	-1.1	-7	-0.7	i
C/C(=N\NC(=O)c1cccc(N/N=C(\C)c2ccncc2)c1)c1ccncc1	-7	-7	-1	-3	-2	20	3.4	-6	-0.2	i
COc1cc(OC)c2c(-c3cccc(-c4ccc(C#N)cc4)c3)cc(=O)oc2c1	1	-1	2	-6	2	3	0.8	-2	-2.2	i
Cc1c(NC(=S)NC(C)(C)C)c(=O)n(-c2ccccc2)n1C	23	-3	-2	0	-1	4	-0.8	-9	-0.1	i
Cc1nn(Cc2ccc(Cl)cc2)c(C)c1NC(=O)CCCn1nc([N+](=O)[O-])c(Cl)c1C	-1	-11	0	-13	2	-5	-0.7	14	-1.1	i
COC(=O)c1ccccc1NC(=O)NCc1ccc2c(c1)OCO2	-2	3	1	2	-8	-17	-0.7	3	-0.8	i
c1cc(CCCc2ccncc2)ccn1	5	-4	-2	-2	-3	9	-3.9	0	-0.1	i
CC(C)CN1CCN(Cc2cnc(-c3ccc(Cl)cc3)nc2)CC1CCO (stereo not drawn)	1	-3	0	-2	-1	7	-0.1	5	0.1	i
CC1Oc2ccccc2N(CC(=O)c2cccc(Cl)c2)C1=O (stereo not drawn)	-1	-11	-1	-5	-7	12	-0.4	-2	0.3	i
CCOC(=O)N1CCN(C(=O)c2cc3cc(F)ccc3[nH]2)CC1	-2	-9	1	1	-3	4	-1.4	-1	-0.3	i
CC(C)(CNC(=O)c1cc([N+](=O)[O-])ccc1N1CCC(Cc2ccccc2)CC1)N1CCOCC1	-8	-3	2	-25	-3	2	2.8	2	-0.1	i
O=C(CSCc1ccc(Cl)cc1)N1CCCCC1	-1	-15	2	0	-6	6	-0.6	13	-0.5	i
O=C(c1cc(-c2ccc(Cl)cc2Cl)on1)N1CCCCCC1	1	3	0	1	-2	23	2.5	3	2.0	i
COCc1cc(CN2CCCC(C(=O)c3cccc(C(F)(F)F)c3)C2)ccc1OC (stereo not drawn)	-2	-8	-4	0	2	5	-0.6	3	0.8	i
CCN(C1CCCCC1)S(=O)(=O)CCNC(=O)c1ccc(OC)cc1	1	·	-1	2	1	3	-2.1	-6	-0.4	i
COC(=O)COc1ccc(NC(=O)C2CCCO2)cc1 (stereo not drawn)	0	-4	-2	0	-6	-9	0.1	13	-0.6	i
CN(C)S(=O)(=O)c1cccc(NC(=O)c2c[nH]c3ccccc23)c1	-8	-6	-1	1	-4	20	0.3	0	0.4	i
CCc1ccc(C(=O)c2cnc3ccc(OC)cc3c2N2CCN(CC)CC2)cc1	-1	-8	-4	-12	-1	2	-4.3	-1	-1.1	i
COc1cccc(CNC(=O)CCS(=O)(=O)c2ccc3c(c2)NC(=O)CO3)c1	-1	-3	0	4	-4	-2	-0.6	6	-0.2	i
CCC1Sc2ccc(S(=O)(=O)CCC(=O)NCc3cccs3)cc2NC1=O (stereo not drawn)	5	1	0	6	-4	17	-1.3	14	-0.8	i
Cc1ccc2[nH]c(C(=O)O)c(-c3ccccc3)c2c1	2	-5	-11	2	-3	-5	-0.5	-3	-0.3	i
Cc1ccnc(NC(=O)c2cccc(NC(=O)Cc3ccccc3)c2)c1	-6	-10	-1	3	-1	8	-0.8	-1	0.0	i
Oc1cc2ccccc2nc1-c1ccccc1Cl	-2	0	0	-3	-6	27	-1.2	10	-1.1	i
CCN1C(=O)c2cccc3c(S(=O)(=O)Nc4nc(C)cs4)ccc1c23	-8	3	2	0	-4	-3	4.3	5	-1.1	i
Cc1cc(NC(=O)CCC(=O)N(CC(=O)NC2CCCC2)c2ccc(C(C)C)cc2)no1	-1	-2	0	5	-2	21	-0.1	15	-0.5	i
CCNCc1nc2cc(OC)c(OC)cc2c(=O)[nH]1	5	2	-1	4	0	2	-0.2	28*	-2.0	i
COC(=O)c1ccc(N=C2S/C(=C\c3cc(C)n(-c4cccnc4)c3C)C(=O)N2C)cc1	-5	1	1	-1	3	2	1.4	-6	-0.8	i
O=C1NC[C@@H](CCCCN2C[C@H](Cc3ccccc3)N(CCC3CCCCC3)C(=O)C2=O)N(CCc2ccccc2)C1=O	·	·	·	-5	23	9	1.2	-5	-0.1	i
CC(C)Nc1nnc(SC(C)C(=O)NCc2ccc3c(c2)OCO3)s1 (stereo not drawn)	0	-5	0	1	-5	2	1.8	4	-0.9	i
NC(=O)C1CN(C(=O)c2nn(Cc3ccccc3)c(=O)c3ccccc23)c2ccccc2O1 (stereo not drawn)	0	-1	-1	6	9	-5	-0.1	13	-0.4	i
O=C1c2cc(Cl)ccc2OC2(CCNCC2)C12CC(c1ccc(Cl)cc1)=NO2 (stereo not drawn)	-4	1	6	-12	-1	8	1.1	25*	-0.3	i
CCN(CC)S(=O)(=O)c1ccc(N/N=C(\C)c2ccc(OC)cc2O)nc1	-2	3	3	6	-2	-5	2.2	-9	-0.9	i
COc1ccc(-c2nc(N=Nc3ccc(O)cc3)n[nH]2)cc1	0	-11	-1	-40	3	10	-0.4	-20	0.0	i
CSc1cccc(CN2CCN(Cc3ccccc3)C(CCO)C2)c1 (stereo not drawn)	0	-1	-4	-1	-6	3	0.1	24*	0.2	i
COc1ccccc1NC(=O)c1ccc(NC(=O)C2CC2C)cc1 (stereo not drawn)	-4	-8	6	-1	0	3	0.6	-1	0.1	i
COCCn1nnnc1C(c1ccccc1Cl)N1CCN(c2ccccc2OC)CC1 (stereo not drawn)	-1	-4	-3	2	-3	-18	0.4	-4	-1.8	i
CC(C)(C)OC(=O)CN1C(=O)C(Sc2n[nH]c(-c3ccccc3)n2)CCc2ccccc21 (stereo not drawn)	-4	-6	3	-1	5	2	0.3	0	-0.2	i
NC(=O)c1nsc(C(=O)N(Cc2ccco2)C(C(=O)NCc2ccc(F)cc2)c2ccc(O)cc2)c1N (stereo not drawn)	-2	-3	-2	-23	1	8	0.2	-5	-0.8	i
CC(C)(C)C(=O)C1=C(O)C(=O)N(Cc2ccccc2)C1c1ccccc1F (stereo not drawn)	-3	-12	-1	1	-1	27	-0.5	1	-0.7	i
